# Mtb BioA inh: BioA (M. tuberculosis) enzyme inhibition; purified M. tuberculosis BioA enzyme, plate reader; inhibition, % at 9.99 µM; 360,000 compounds, 0.096% hits; AID 602481; in the data active means inhibition above about 40%
# Active calls of the source: *. This is a subset, so the mix of outcomes need not match the whole.
SMILES | Mtb BioA inh
C[C@H]1CN([C@@H](C)CO)C(=O)c2cccc(NC(=O)Nc3ccc4c(c3)OCO4)c2O[C@@H]1CN(C)S(C)(=O)=O | 2.2
COc1ccc(S(=O)(=O)Nc2ccc3c(c2)C(=O)N([C@@H](C)CO)C[C@@H](C)[C@@H](CN(C)Cc2ccc(Oc4ccccc4)cc2)O3)cc1 | 0.4
CO[C@H]1CN(C)C(=O)c2cc(NC(=O)c3cnccn3)ccc2OC[C@@H](C)N(CCc2ccccc2)C[C@H]1C | 2.5
CNC[C@H]1Oc2ccc(NC(=O)C3CC3)cc2CC(=O)N([C@@H](C)CO)C[C@@H]1C | -1.1
COc1ccc(NC(=O)Nc2ccc3c(c2)CC(=O)N([C@@H](C)CO)C[C@@H](C)[C@@H](CN(C)Cc2ccc(C(F)(F)F)cc2)O3)cc1 | 0.2
C[C@@H]1CN([C@H](C)CO)C(=O)c2cccc(NC(=O)Nc3ccc(C(F)(F)F)cc3)c2O[C@H]1CN(C)Cc1ccncc1 | -1.5
CCNC(=O)[C@H]1[C@H](CO)[C@H]2Cn3c(ccc(-c4ccccc4F)c3=O)[C@H]2N1C | -1.3
CN(C)C(=O)[C@H]1[C@H](CO)[C@H]2Cn3c(cccc3=O)[C@H]2N1C(=O)C1CCCCC1 | -1.3
O=C(Nc1ccc2c(c1)[C@@H]1C[C@H](CC(=O)N3CCOCC3)O[C@@H](CO)[C@@H]1O2)NC1CCCC1 | -0.9
C[C@@H]1CCCCO[C@@H](CN(C)Cc2ccncc2)[C@H](C)CN([C@H](C)CO)C(=O)c2cc(NS(=O)(=O)c3ccccc3)ccc2O1 | 0.7
C[C@H]1CN([C@@H](C)CO)C(=O)c2cc(NC(=O)Nc3ccc4c(c3)OCO4)ccc2O[C@@H]1CN(C)Cc1ccc(C(F)(F)F)cc1 | -0.9
Cc1ccc(S(=O)(=O)N(C)C[C@@H]2OCCCC[C@H](C)Oc3ccc(NC(=O)NC4CCCCC4)cc3C(=O)N([C@H](C)CO)C[C@H]2C)cc1 | -1.5

# A portion of the results above:
SMILES | Mtb BioA inh
C[C@@H]1CCCCO[C@@H](CN(C)Cc2ccncc2)[C@H](C)CN([C@H](C)CO)C(=O)c2cc(NS(=O)(=O)c3ccccc3)ccc2O1 | 0.7
C[C@H]1CN([C@@H](C)CO)C(=O)c2cc(NC(=O)Nc3ccc4c(c3)OCO4)ccc2O[C@@H]1CN(C)Cc1ccc(C(F)(F)F)cc1 | -0.9
Cc1ccc(S(=O)(=O)N(C)C[C@@H]2OCCCC[C@H](C)Oc3ccc(NC(=O)NC4CCCCC4)cc3C(=O)N([C@H](C)CO)C[C@H]2C)cc1 | -1.5

# Next part
SMILES | Mtb BioA inh
C[C@@H]1CN([C@@H](C)CO)C(=O)Cc2cc(NC(=O)Nc3ccccc3)ccc2O[C@H]1CN(C)C(=O)NC1CCCCC1 | -2.3
C[C@H](CO)N1C[C@H](C)[C@H](CN(C)C(=O)Nc2ccccc2F)Oc2cc(-c3ccc(F)cc3)ccc2S1(=O)=O | -5.9
COc1ccc(NC(=O)N(C)C[C@@H]2OCCCC[C@H](C)Oc3ccc(NC(=O)Nc4ccc5c(c4)OCO5)cc3C(=O)N([C@H](C)CO)C[C@@H]2C)cc1 | -2.8
O=C(c1cccnc1)N1C[C@H]2[C@@H](c3ccccc31)[C@@H](CO)N2C(=O)C1CCCC1 | 2.1
CCS(=O)(=O)Nc1ccc2c(c1)C(=O)N(C)C[C@@H](OC)[C@H](C)CN(CC1CCCC1)[C@H](C)CO2 | -2.8
COc1ccc([Si](C)(C)[C@@H]2[C@@H](CCn3cc(CCO)nn3)O[C@]3(C(=O)N(Cc4cccc(N5CCOC5=O)c4)c4ccccc43)[C@H]2C)cc1 | 0.1
CC(C)(O)C#Cc1ccc([C@H]2[C@H](CO)N3CCCCN(C(=O)c4ccc(F)cc4)C[C@@H]23)cc1 | 2.0
C[C@@H]1CN([C@@H](C)CO)S(=O)(=O)c2ccc(C#Cc3ccccc3)cc2O[C@@H]1CN(C)C(=O)CN(C)C | -1.3
O=C(Nc1cccc(F)c1)N1C[C@@H]2[C@H](c3ccccc31)[C@H](CO)N2C(=O)c1ccccn1 | 3.8
CC(C)CC#Cc1ccc2c(c1)O[C@H](CN(C)C(=O)CN(C)C)[C@H](C)CN([C@@H](C)CO)S2(=O)=O | 2.0
COc1ccccc1CNC(=O)C[C@H]1C[C@@H]2c3cc(NC(=O)Nc4ccccc4F)ccc3O[C@@H]2[C@@H](CO)O1 | -0.8
C[C@H](NC(=O)[C@H]1[C@H](CO)[C@H]2Cn3c(cccc3=O)[C@@H]1N2CCC(F)(F)F)c1ccccc1 | -1.0
CCN1[C@H](C(=O)N(C)C)[C@@H](CO)[C@@H]2Cn3c(ccc(-c4ccc(OC)cc4)c3=O)[C@@H]21 | 0.3
CC(C)NC(=O)N[C@@H]1CC[C@H](CCNS(=O)(=O)c2ccc(F)cc2)O[C@@H]1CO | 0.9
C[C@@H]1CN([C@H](C)CO)C(=O)c2cc(-c3ccccc3F)cnc2O[C@H]1CN(C)Cc1cccc(F)c1 | 2.2
N#Cc1ccc(-c2ccc3c(c2)[C@H]2[C@H](CCN2C(=O)C2CC2)[C@@H](CO)N3)cc1 | 13
C[C@H]1CCCCO[C@H](CN(C)S(=O)(=O)c2ccccc2)[C@@H](C)CN([C@@H](C)CO)C(=O)c2cc(NC(=O)Nc3ccc(F)cc3)ccc2O1 | 2.2
C[C@H]1CN([C@@H](C)CO)S(=O)(=O)c2ccc(-c3ccc(F)cc3)cc2O[C@@H]1CN(C)C(=O)Nc1ccccc1F | -6.2
COc1ccc(CN(C)C[C@H]2OCCCC[C@H](C)Oc3ccc(NC(=O)Cc4ccccc4)cc3C(=O)N([C@@H](C)CO)C[C@H]2C)cc1 | 1.6
COc1ccc(S(=O)(=O)Nc2ccc3c(c2)C(=O)N([C@@H](C)CO)C[C@H](C)[C@H](CN(C)S(=O)(=O)c2cn(C)cn2)O3)cc1 | -1.7
COc1cccc(C#Cc2ccc3c(c2)O[C@@H](CN(C)S(=O)(=O)c2ccccc2F)[C@H](C)CN([C@@H](C)CO)S3(=O)=O)c1 | -1.4
O=C(C[C@@H]1C=C[C@@H](NC(=O)CN2CCOCC2)[C@H](CO)O1)NCc1cccc(F)c1 | -1.1
Cc1ccc(S(=O)(=O)N(C)C[C@H]2OCCCC[C@@H](C)Oc3ccc(NC(=O)Nc4cccc5ccccc45)cc3C(=O)N([C@@H](C)CO)C[C@H]2C)cc1 | -1.2
C[C@H](CO)N1C[C@H](C)[C@@H](CN(C)C(=O)Nc2ccc(F)cc2)OCCCC[C@H](C)Oc2ccc(NS(=O)(=O)c3ccc(F)cc3)cc2C1=O | -1.1

# Entries from the list above that contain two or more sulfur atoms (two):
SMILES | Mtb BioA inh
COc1ccc(S(=O)(=O)Nc2ccc3c(c2)C(=O)N([C@@H](C)CO)C[C@H](C)[C@H](CN(C)S(=O)(=O)c2cn(C)cn2)O3)cc1 | -1.7
COc1cccc(C#Cc2ccc3c(c2)O[C@@H](CN(C)S(=O)(=O)c2ccccc2F)[C@H](C)CN([C@@H](C)CO)S3(=O)=O)c1 | -1.4

# Next section.
SMILES | Mtb BioA inh
C[C@@H]1CCCCO[C@@H](CN(C)C(=O)CCCN(C)C)[C@@H](C)CN([C@@H](C)CO)C(=O)c2cc(NS(=O)(=O)c3ccccc3)ccc2O1 | 1.8
C[C@@H]1CN([C@H](C)CO)C(=O)c2cc(NC(=O)CCCCCC(=O)Nc3ccccc3N)ccc2O[C@@H]1CN(C)Cc1ccc(Cl)c(Cl)c1 | -0.8
CO[C@H]1CN(C)C(=O)c2ccc(NS(=O)(=O)c3cccc(F)c3)cc2OC[C@H](C)N(C(=O)Cc2cccnc2)C[C@H]1C | -1.4
Cc1noc(C)c1S(=O)(=O)Nc1ccc2c(c1)C(=O)N([C@@H](C)CO)C[C@@H](C)[C@@H](CN(C)C(=O)Nc1ccccc1)OCCCC[C@H](C)O2 | -3.4
CC(C)C#Cc1ccc2c(c1)O[C@H](CN(C)Cc1ccccn1)[C@@H](C)CN([C@@H](C)CO)S2(=O)=O | -0.8
O=C(C[C@H]1CC[C@H]2[C@@H](COC[C@@H](O)CN2S(=O)(=O)c2ccccc2)O1)N1CCOCC1 | -2.8
Cc1noc(C)c1NC(=O)Nc1ccc2c(c1)CC(=O)N([C@H](C)CO)C[C@@H](C)[C@H](CN(C)C(=O)Nc1ccc(F)cc1)O2 | -1.4
CO[C@@H]1CN(C)C(=O)c2cc(NC(=O)Nc3ccccc3Cl)ccc2OC[C@@H](C)N(C)C[C@H]1C | 1.1
C[C@@H]1CN([C@H](C)CO)C(=O)c2cc(NC(=O)NC3CCCCC3)ccc2O[C@H]1CN(C)Cc1ccc(Cl)c(Cl)c1 | -1.3
CCC(=O)N(C)C[C@@H]1Oc2cc(C#Cc3ccccc3)ccc2S(=O)(=O)N([C@@H](C)CO)C[C@H]1C | -1.0
C[C@@H]1CN([C@H](C)CO)C(=O)c2cc(NC(=O)c3ccncc3)ccc2O[C@@H](C)CCCCO[C@@H]1CN(C)S(=O)(=O)c1ccc(F)cc1 | 5.0
C[C@@H]1CN([C@@H](C)CO)S(=O)(=O)c2ccc(/C=C/c3ccccc3)cc2O[C@@H]1CN(C)C | 0.9

# Reprinted at random: 3 entries already listed, in no set order.
SMILES | Mtb BioA inh
Cc1noc(C)c1S(=O)(=O)Nc1ccc2c(c1)C(=O)N([C@@H](C)CO)C[C@@H](C)[C@@H](CN(C)C(=O)Nc1ccccc1)OCCCC[C@H](C)O2 | -3.4
CCC(=O)N(C)C[C@@H]1Oc2cc(C#Cc3ccccc3)ccc2S(=O)(=O)N([C@@H](C)CO)C[C@H]1C | -1.0
C[C@@H]1CCCCO[C@@H](CN(C)C(=O)CCCN(C)C)[C@@H](C)CN([C@@H](C)CO)C(=O)c2cc(NS(=O)(=O)c3ccccc3)ccc2O1 | 1.8

# (cont.)
SMILES | Mtb BioA inh
Cc1noc(C)c1S(=O)(=O)Nc1ccc2c(c1)C(=O)N([C@H](C)CO)C[C@H](C)[C@@H](CN(C)S(C)(=O)=O)OCCCC[C@H](C)O2 | -2.7
CC(C)NC(=O)N(C)C[C@H]1OCCCC[C@@H](C)Oc2ccc(NS(C)(=O)=O)cc2C(=O)N([C@@H](C)CO)C[C@H]1C | -3.6
O=C(C[C@H]1C=C[C@@H](NC(=O)Nc2ccc(C(F)(F)F)cc2)[C@H](CO)O1)NCc1cc(F)cc(F)c1 | 4.8
COc1ccc(S(=O)(=O)N[C@H]2CC[C@H](CCn3cc(C(C)C)nn3)O[C@@H]2CO)cc1 | 2.5
Cc1ccc(S(=O)(=O)Nc2ccc3c(c2)C(=O)N([C@@H](C)CO)C[C@H](C)[C@@H](CN(C)C(=O)NC(C)C)OCCCC[C@H](C)O3)cc1 | -0.6
C[C@@H]1CN([C@H](C)CO)C(=O)c2cc(C#Cc3cccnc3)cnc2O[C@H]1CN(C)S(C)(=O)=O | 84*
C[C@H](CO)N1C[C@H](C)[C@H](CN(C)C(=O)Nc2cccc3ccccc23)Oc2ccc(NC(=O)Cc3cn(C)c4ccccc34)cc2CC1=O | -1.6
COC(=O)[C@@H]1[C@@H](CO)[C@@H]2Cn3c(ccc(-c4ccccc4)c3=O)[C@@H]2N1C(=O)CC1CC1 | -1.0
CCCN1C[C@H](C)[C@@H](OC)CN(C)C(=O)c2cc(NC(=O)c3ccccc3F)ccc2OC[C@@H]1C | 2.0
C[C@@H]1CN([C@H](C)CO)C(=O)c2cc(NC(=O)Nc3ccc(C(F)(F)F)cc3)ccc2O[C@H]1CN(C)Cc1ccccc1 | 0.4
COc1ccc(-c2cnc3c(c2)C(=O)N([C@H](C)CO)C[C@H](C)[C@@H](CN(C)C(=O)NC2CCCC2)O3)cc1 | 2.2
CCCN(C)C[C@@H]1Oc2cc(C#Cc3ccccn3)ccc2S(=O)(=O)N([C@@H](C)CO)C[C@@H]1C | 1.0
COCC#Cc1ccc([C@H]2[C@H](CO)N3CCCCN(Cc4cncnc4)C[C@@H]23)cc1 | -0.3
COC(=O)c1cn(CC(=O)N2CCC3(CC2)C(=O)NCN3c2ccccc2)nn1 | 0.5
C[C@H]1CN([C@@H](C)CO)S(=O)(=O)c2ccc(C#Cc3ccncc3)cc2O[C@H]1CN(C)C | -0.9
C[C@@H]1CN([C@H](C)CO)C(=O)Cc2cc(NC(=O)Nc3ccccc3)ccc2O[C@@H]1CN(C)C(=O)Nc1ccc(F)cc1 | 21
COc1ccc(S(=O)(=O)N(C)C[C@@H]2Oc3cc(C#CC4CCCCC4)ccc3S(=O)(=O)N([C@H](C)CO)C[C@H]2C)cc1 | -1.7
CCC(=O)NC[C@H]1[C@H](c2ccc(C3=CCCC3)cc2)[C@@H](CO)N1C(C)=O | 4.6
CN(C)C(=O)C[C@@H]1CC[C@@H]2[C@H](COC[C@H](O)CN2C(=O)C2CC2)O1 | -1.5
CN1CCN(C(=O)C[C@H]2C=C[C@H](NC(=O)Nc3ccccc3F)[C@@H](CO)O2)CC1 | -4.0
COc1ccc(CN(C)C[C@H]2OCCCC[C@H](C)Oc3ccc(NC(=O)C4CCCCC4)cc3C(=O)N([C@H](C)CO)C[C@H]2C)cc1 | -2.9
Cc1ccc(-c2ccc([C@@H]3[C@H](CO)N4CCCCN(C)C[C@@H]34)cc2)cc1 | 0.1
C[C@@H]1CN([C@@H](C)CO)C(=O)c2c(c3ccccc3n2C)-c2ccccc2CO[C@@H]1CN(C)C(=O)C1CC1 | -2.8
C[C@H]1CN([C@@H](C)CO)C(=O)c2cc(-c3ccc(F)cc3)cnc2O[C@@H]1CN(C)Cc1cncnc1 | -1.8
Cc1ccc(S(=O)(=O)N[C@@H]2CC[C@@H](CCNC(=O)C3CCCCC3)O[C@H]2CO)cc1 | 0.2
COc1ccc(-c2ccc3c(c2)O[C@@H](CN(C)CC2CCOCC2)[C@@H](C)CN([C@@H](C)CO)S3(=O)=O)cc1 | 2.2
Cc1cccc(S(=O)(=O)N(C)C[C@H]2OCc3cn(nn3)CCCC(=O)N([C@@H](C)CO)C[C@H]2C)c1 | 0.5
C[C@@H]1CN([C@@H](C)CO)C(=O)c2cc(C3=CCCCC3)cnc2O[C@@H]1CN(C)Cc1ccccc1C(=O)O | -3.5
O=C(Cc1ccncc1)NCC[C@@H]1CC[C@@H](NC(=O)Nc2ccc(F)cc2)[C@H](CO)O1 | -1.1
COc1ccc(S(=O)(=O)Nc2cccc3c2O[C@H](CN(C)C(=O)Nc2cccc4ccccc24)[C@@H](C)CN([C@H](C)CO)C3=O)cc1 | 0.5

# Source: PubChem BioAssay (Broad Institute)
